# Screening results (PubChem)
# RAD54 inh – blocks human RAD54 Holliday junction branch migration | inhibition, % at 10.4 µM | AID 602329 | Q92698 | 360,000 tested, 0.14% active | FAM/BHQ fluorescence;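 active = mean normalized replicate activity at least 40 and at least half of replicates scoring 40 or more; inconclusive = only one of the two criteria met; inactive = mean below 40 and under half of replicates reaching 40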;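 also: 0% = median of neutral control wells and 100% = median of positive control wells; inhibitors cause a drop in the FAM fluorescence signal; in these data hits start at about 50%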
# Xi reactivation – activators of X-chromosome reactivation in mouse fibroblasts. XiGFP mouse fibroblasts, % GFP-positive cells imaging, 3 d; cells co-treated with 5-aza-dC sensitizer; scaled so ellipticine positive control = 100%. activation, % at 7.58 µM. 360,000 tested, 0.055% active;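 active = mean normalized replicate activation at least 10% and every replicate at or above 10%; inconclusive = only one of the two criteria met; inactive = mean below 10% and not all replicates reach 10%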;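 also: 0% = median of on-plate neutral control wells and 100% = ellipticine 6 µM median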
#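 Material: SV40-immortalized XiGFP fibroblast cells, line 68-5-11 | Buffer or medium: DMEM containing 5-aza-dC | Dosing: One concentration, pinned | Times: 3 d treatment, 15 min room-temperature fixation | Controls: Ellipticine 6 µM positive control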
# E-selectin induc – induces E-selectin expression in human endothelial cells; P16581; HUVEC E-selectin immunofluorescence imaging; normalized: neutral wells 0, TNF-alpha wells 100; activation, % at 7.58 µM; 260,000 tested, 0.37% active; AID 686992;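 active = mean E-selectin-positive cell signal at least 10% of the positive control, reached in at least 60% of replicates, without over 20% cell loss; inconclusive = no rule given, readout overlaps actives, possibly toxicity-flagged; inactive = the rest, including those meeting only one limit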;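 also: in these data hits start at about 27%; measured in HUVEC primary endothelial cells; signal is the percent of cells scored E-selectin positive by PE staining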
# Target sequence (P16581 whole entry, looked up): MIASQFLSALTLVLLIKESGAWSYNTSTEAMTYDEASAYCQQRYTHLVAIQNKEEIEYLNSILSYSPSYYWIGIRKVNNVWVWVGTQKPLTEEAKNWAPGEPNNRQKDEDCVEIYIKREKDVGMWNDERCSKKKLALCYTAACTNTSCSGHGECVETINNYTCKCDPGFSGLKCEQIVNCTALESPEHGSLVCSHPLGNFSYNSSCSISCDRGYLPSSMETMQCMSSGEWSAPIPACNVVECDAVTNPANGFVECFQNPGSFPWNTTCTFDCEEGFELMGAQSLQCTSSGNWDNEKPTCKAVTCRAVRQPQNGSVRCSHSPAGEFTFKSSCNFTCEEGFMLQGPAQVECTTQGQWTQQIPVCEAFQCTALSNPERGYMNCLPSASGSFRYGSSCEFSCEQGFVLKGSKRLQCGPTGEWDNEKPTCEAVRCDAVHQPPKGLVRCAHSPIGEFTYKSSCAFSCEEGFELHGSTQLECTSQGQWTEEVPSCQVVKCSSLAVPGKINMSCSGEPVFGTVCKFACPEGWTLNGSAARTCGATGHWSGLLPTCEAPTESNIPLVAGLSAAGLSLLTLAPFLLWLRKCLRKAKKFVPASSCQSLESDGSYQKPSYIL
#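 Material: HUVEC primary endothelial cells; Amount: 3,000 cells per well; Dosing: single concentration; Medium: EGM-2 growth medium on 0.1% gelatin-coated wells; Read-out basis: percent E-selectin-positive cells; Signal: immunofluorescence imaging; Control set: TNF-alpha, DMSO.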
# DENV2 CPE rescue – DENV2-induced cell death inhibition. CPE inhibition, % at 9.99 µM. 350,000 tested, 1.7% active. DENV2-infected cells, cytopathic effect rescue, plate reader; in the data active = CPE inhibition above about 20%, passing the limit was not always enough; inconclusive = no clear call, values can overlap the other calls; tested in BHK-21 cells;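 also: 0% = median of neutral control wells and 100% = median of positive control wells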
# Casp6 inh – inhibitors of human caspase-6; P55212; purified caspase-6, Z-VEID-R110 cleavage fluorescence; inhibition, % at 12.5 µM; 350,000 tested, 0.53% active; AID 686996;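 active = mean inhibition across replicates at least about 35%, with every replicate also reaching that limit, limit read from the data; inconclusive = only one of the two criteria met; inactive = neither criterion met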;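 also: 0% = median of neutral control wells and 100% = no fluorescence left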
# Target sequence (P55212 24-179 limits assumed): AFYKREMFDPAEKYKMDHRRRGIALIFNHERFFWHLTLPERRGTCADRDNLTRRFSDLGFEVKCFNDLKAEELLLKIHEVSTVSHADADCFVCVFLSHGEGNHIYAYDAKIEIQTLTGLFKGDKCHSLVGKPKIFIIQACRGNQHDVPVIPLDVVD
# Target sequence (P55212 194-293 limits assumed): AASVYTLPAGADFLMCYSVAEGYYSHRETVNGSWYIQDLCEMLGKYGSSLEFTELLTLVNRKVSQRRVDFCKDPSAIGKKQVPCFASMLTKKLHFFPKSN
# INS-1E GSIS act – GLuc luminescence reporter in INS-1E cells, primary screen for activators of glucose-dependent secretion of insulin; INS-1E GLuc reporter insulin secretion, 2-3 h; 370,000 tested, 0.61% active; activation, % at 16.6 µM;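 active = lowest replicate activation of at least 40%, so every replicate reaches that level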;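 also: 0% = median of neutral control wells and 100% = median of IBMX positive control wells; some compounds called inactive have numbers as strong as hits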
# RAD52 inh – inhibitors of human RAD52 DNA annealing | P43351 | recombinant RAD52 DNA annealing, FRET fluorescence | inhibition, % at 18.7 µM | 360,000 tested, 0.46% active | AID 651710;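 active = every replicate showing at least 50% inhibition; inconclusive = mean inhibition at least 50% but not in every replicate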
# F508del corr – correctors of CFTR F508del function in bronchial epithelial cells; activity (quench increase), % at 7.58 µM; CFBE cells, YFP halide quenching; stimulated with forskolin plus potentiator P3; % fluorescence drop versus neutral controls; 350,000 tested, 0.36% active;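 active = mean added fluorescence quench of at least 8% versus neutral control, with both replicates also reaching 8%; inconclusive = only one of the mean or replicate conditions met; inactive = mean below 8% and not both replicates reaching 8%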;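 also: cells transiently co-express mutant CFTR-F508del with the halide-sensitive YFP; corrector assay measuring rescue of mutant channel to the surface after 24 h compound exposure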
# An asterisk follows results filed as active; i = inactive; u = inconclusive; x = no result given; & = joins results of further samples. An excerpt, so the mix of outcomes need not match the whole.
SMILES,RAD54 inh,Xi reactivation,E-selectin induc,DENV2 CPE rescue,Casp6 inh,INS-1E GSIS act,RAD52 inh,F508del corr
COc1ccc(-n2c(Cc3ccccc3)nc3ccccc3c2=O)cc1,8,0.0,-0.1,-1,4,30,-4,-0.6
CC(=O)Nc1cc([As](=O)(O)O)ccc1O,0,0.7,0.1,2,1,x,-4,-1.3
CN1CCN(c2ccc([N+](=O)[O-])c(Sc3nncn3C)c2)CC1,x,-0.1,-0.1,0,-2,8,-23,2.9
CSc1ncc(CN2CCCC(C(=O)c3sccc3C)C2)cn1 (configuration not stated),x,0.0,x,-6,1,-7,-41,-0.3
COC(=O)C[C@@H]1CC[C@H]2NC[C@H](O)COC[C@@H]2O1,-3,0.1,-0.1,5,-2,1,-4,4.4
CCN1[C@@H]2c3ccc(-c4cccc(OC)c4)c(=O)n3C[C@H]1[C@H](CO)[C@H]2C(=O)OC,9,0.7,0.0,-8,1,24,-8,0.4
COC(=O)[C@@H]1C[C@@]1(C)[C@@H](NP(=O)(c1ccccc1)c1ccccc1)c1ccccc1,7,0.0,0.9,-6,1,-17,-2,-1.2
CN(C)C(=O)Oc1ccc(OCc2nc3ccccc3[nH]2)cc1,x,-0.1,x,3,0,-8,-16,-3.5
O=C1NC(=O)N(c2ccc(Cl)cc2)C(=O)/C1=C\c1ccc(Sc2nc3ccccc3[nH]2)o1,x,0.0,x,-1,69*,-16,-231,-0.3
Brc1ccc2c(c1)-n1nncc1CN(CC1CCCCC1)C2,2,0.1,-0.2,-4,1,-15,9,-0.7
C=C1C(=O)OC2CCN3CC=C(COC(=O)C(C)(O)C4(CO4)C1C)C23 (configuration not stated),-8,x,x,8,36*,x,-5,-1.6
Cc1cc(N(CCCl)CCCl)ccc1C=NNC(=O)c1cccnc1,-3,0.0,0.1,3,-6,x,-26,3.3
CCCCC(=O)N/N=C/c1c(O)n(-c2ccccc2)c(=O)[nH]c1=O,x,0.3,3.4,-3,-2,-24,-17,1.8
COc1ccc(NC(=O)N2CCC3(CC2)OCCO3)cc1,x,0.0,x,5,2,-3,-8,-3.1
CCOP(=O)(OCC)C(NC(=O)c1ccccc1)=C(Cl)Cl,x,-0.1,x,16,3,14,-13,-0.2
COc1ccccc1OCCCn1cc(C(C)=O)c2ccccc21,-2,x,0.4,-3,2,-38,2,4.5
Cc1ccccc1NC(=O)COC(=O)c1cc(C)n(C2CC2)c1C,-1,-0.1,0.3,1,0,-5,-27,2.3
Cc1ccc(/C=C2\C(=O)NC(=S)N(c3ccc(F)cc3)C2=O)s1,x,0.0,2.8,x,31,-11,-60,0.0
COC(=O)C1=C(c2cccc(C#N)c2)C[C@@H]2CC[C@H]1N2C(=O)NCc1cc(C)oc1C(F)(F)F,1,0.0,0.2,-3,4,-28,-10,-1.4
c1cnc2c(c1)ccc1ncccc12,10,0.0,3.8,-4,0,21,-10,0.6
CC(=O)Nc1cc(C(=O)N2CCC3(CC2)OCCO3)ccc1S(=O)(=O)c1ccc(C)cc1,-5,x,x,x,0,5,-9,x
CC1(C)OC1COc1c2occc2cc2ccc(=O)oc12 (configuration not stated),8,0.1,0.0,-1,5,15,-10,-1.2
O=C(COC(=O)Cc1ccccc1)Nc1nnc(-c2ccccc2)o1,4,-0.1,-0.1,8,3,20,-15,0.3
COc1ccc(-n2c(O)c(/C=C3\C=Nc4ccc(Br)cc43)c(=O)[nH]c2=O)c(OC)c1,16,0.1,0.4,-2,22,-43,-114,-1.3

# Overlap with the part before: two compounds, then new ones.
SMILES,RAD54 inh,Xi reactivation,E-selectin induc,DENV2 CPE rescue,Casp6 inh,INS-1E GSIS act,RAD52 inh,F508del corr
O=C(COC(=O)Cc1ccccc1)Nc1nnc(-c2ccccc2)o1,4,-0.1,-0.1,8,3,20,-15,0.3
COc1ccc(-n2c(O)c(/C=C3\C=Nc4ccc(Br)cc43)c(=O)[nH]c2=O)c(OC)c1,16,0.1,0.4,-2,22,-43,-114,-1.3
Clc1ccc(C(c2ccccc2)c2ncc[nH]2)cc1 (configuration not stated),-1,0.1,-0.1,-5,-2,4,1,x
COc1ccc2cc(C(=O)C3CCCN(C4CCOCC4)C3)ccc2c1 (configuration not stated),7,0.0,-0.1,1,-3,0,4,-0.6
COC(=O)C1=C(c2ccc(F)cc2OCc2ccccc2)C[C@@H]2CC[C@H]1N2C(=O)N1CCOCC1,8,0.0,0.3,-2,5,-47,-4,-1.7
CCOC(=O)C1CCN(/C=C2/C(=O)NC(=O)N(c3cccc(C)c3C)C2=O)CC1,-2,0.0,x,5,5,-17,-28,-2.2
Cc1nc2ccc(Cl)cc2c(-c2ccccc2)c1C(=O)O,x,0.6,x,3,0,0,-10,0.9
CCOC(=O)[C@]12Cc3cc4ccccc4cc3[C@H]1N(Cc1ccccc1)C(=O)c1ccccc12,x,0.1,1.1,u,-1,-41,-21,-0.8
CCN(CC(=O)Nc1ccc(NC(C)=O)cc1)C(=O)CSC(c1ccccc1)c1ccccc1,-13,-0.8,-0.7,-1,5,x,-17,0.4
NC(=O)c1cn(C2OC(CO)C(O)C2O)c2ncnc(N)c12 (configuration not stated),-8,1.0,-1.8,u,1&-1,2,-3&0,-3.6&-4.1
O=C(Cc1cccnc1)N1CCCCN2[C@H](C1)[C@H](c1ccc(C#CC3CCCC3)cc1)[C@@H]2CO,12,0.7,0.0,19,-2,0,-7,-1.3
Nc1ccc2ccc3cccc[n+]3c2c1,i,0.0,x,-13,-63,-1,i,15*
CNCC(=O)c1ccc(O)c(O)c1,4,0.3,1.9,5,9,-8,-4,2.1
CCN(CC)C(=O)c1ccc(NC(=O)CCCSc2ccccc2)cc1,-9,-0.2,1.1,-2,-3,-43,-17,-0.3
Cn1cccc1/C=C1/C(=O)NC(=O)N(Cc2ccc(F)cc2)C1=O,x,0.9,1.9,6,23,37,-54,-1.5
O=C(Cc1ccccc1)N1CCCCN2[C@H](C1)[C@H](c1ccc(-c3ccccc3)cc1)[C@@H]2CO,-5,0.1,-0.5,-10,x,10,7,-1.5
COC(=O)[C@H]1[C@H](CO)[C@H]2Cn3c(ccc(-c4ccccc4F)c3=O)[C@@H]1N2C(=O)C1CCC1,8,0.1,-0.3,1,2,1,18,-0.6
COC(=O)[C@@H]1[C@@H](CO)[C@@H]2Cn3c(cccc3=O)[C@H]1N2C(=O)C1CCCC1,-1,0.8,0.0,-1,-3,11,5,1.6
COC(=O)[C@H]1[C@H](CO)[C@H]2Cn3c(ccc(C4=CCCCC4)c3=O)[C@@H]1N2CC1CCCCC1,x,0.6,-0.6,-7,-2,-10,-8,-0.3
COc1ccc(O)c(C(C)(C)C)c1,-2,0.1,-0.1,-10,-5,x,-1,-0.8
O=[N+]([O-])c1ccc2c(c1)Cc1cc(O)ccc1-2,x,0.0,2.1,-13,3,18,-9,-0.5
CCCNC(=O)N1[C@H]2CC[C@@H]1C(C(=O)OC)=C(c1cc3ccccc3o1)C2,9,0.0,-0.2,x,x,11,x,0.9
O=C(O)[C@H]1[C@H](CO)[C@H]2Cn3c(ccc(-c4ccccc4)c3=O)[C@@H]1N2S(=O)(=O)c1ccccc1F,7,1.3,-0.2,1,-4,13,-5,-0.8
O=Cc1c(C(=O)O)n(Cc2ccc(F)cc2Cl)c2ccccc12,-25,0.3,x,-13,-1,15,-41,-1.6
CCOC(=O)c1ccccc1NC(=O)c1c(O)[nH]c(=S)[nH]c1=O,-1,0.7,0.1,-4,0,-1,-7,-0.4
CCN(CCO)c1ccc(N=Cc2c(O)n(C)c(=S)[nH]c2=O)cc1,-17,0.0,0.0,1,30,14,-288,0.0
N#CC(C#N)=NNc1ccc(S(N)(=O)=O)cc1,-14,0.0,x,-4,2,10,-2,2.7
CC(O)(CS(=O)(=O)c1cccc(C(F)(F)F)c1)C(=O)Nc1ccc(C(F)(F)F)cc1 (configuration not stated),x,x,x,x,3,-21,-6,-0.8
COC(=O)C1=C(c2ccccc2)C[C@@H]2CC[C@H]1N2C(=O)NCc1ccc(C(F)(F)F)cc1,13,0.0,0.9,17,-1,-54,-11,0.5
O=C1NC(=O)C(=Cc2ccc3c(c2)OCO3)C(=O)N1,x,0.0,-0.4,12,x,-20,-8,-0.6
COC(=O)C1=C(c2ccc(OC(F)(F)F)cc2)C[C@@H]2CC[C@H]1N2C(=O)N1CCCCC1,9,0.9,-0.2,48*,-1,x,-12,0.4
Cc1ccc(OCC(=O)N2CCN(C3CCC(c4ccccc4)CC3)CC2)cc1 (configuration not stated),x,0.2,x,8,-2,-19,-20,-0.6
COc1ccccc1-n1c(-c2ccccc2F)nc2ccccc2c1=O,x,0.0,x,-4,4,x,-3,-0.3
COc1ccc(CC2C(=O)NC(=O)N(c3ccccc3)C2=O)c(OC)c1 (configuration not stated),-14,x,x,11,2,4,-5,-1.5
c1ccc2c(CCN3CCCCC3)c[nH]c2c1,x,0.2,0.1,-14,-2,-2,-19,3.6
O=c1[nH]c(=S)n(Cc2ccc(F)cc2)c(O)c1C=NCc1ccc2c(c1)OCO2,x,0.1,0.3,-3,0,2,-36,-0.4
O=C1NCN(c2ccccc2)C12CCN(C(CCc1ccccc1)c1nnnn1C1CCCC1)CC2 (configuration not stated),4,0.0,-1.8,-5,-2,-19,-2,-5.2
CN1CCN(Cc2cn(C)c3ccccc23)CC1CCO (configuration not stated),1,0.1,0.1,u,-6,-2,-7,2.3
CC(=O)Nc1ccc([As](=O)(O)c2ccc([N+](=O)[O-])cc2)cc1,x,0.1,1.8,-7,8,18,-12,0.7
CN1CCC2(CC1)c1ccccc1-c1ccccc12,23,0.0,x,-5,-8,x,21,x
Cn1cc(C=C2C(=O)NC(=O)NC2=O)c2ccccc21,-17,0.1,x,-3,-3,2,i,2.8
O=C(COC(=O)c1ccc(O)cc1)Nc1ccc(Cl)cc1C(=O)c1ccccc1,x,0.1,x,1,8,6,-9,-2.6
CC=Cc1ccc2n(c1=O)C[C@H]1[C@H](CO)[C@@H](C(=O)OC)[C@@H]2N1CC1CCOCC1 (mixture of isomers),-2,0.0,0.3,-6,1,10,-8,x
O=C(CCC(=O)N1CC2C[C@@H](C1)Cn1c2cccc1=O)NCCc1ccccc1,-2,x,x,-9,0,x,-9,-2.0
COC(=O)C1=C(c2ccc(F)cc2OCc2ccccc2)C[C@@H]2CC[C@H]1N2C(=O)N1CCCC1,-6,0.0,-0.2,5,0,-38,-9,1.2
CN1CC2CN(Cc3ccccc3)S(=O)(=O)C2C1 (configuration not stated),-5,-0.1,-0.1,6,0,4,-6,-0.7
CCC12CN3CCN(CC(C3)/C1=N/NC(N)=O)C2,1,0.0,x,3,1,4,-14,0.1
CCN(CC)C(=O)Cn1cc(/C=C2\C(=O)NC(=O)N(c3ccccc3F)C2=O)c2ccccc21,-1,0.0,0.1,5,10,-22,-36,-1.0
COc1ccccc1C(=O)C1CCCN(Cc2cnc(C)s2)C1 (configuration not stated),10,0.0,-0.5,4,0,2,-5,-0.6
CCOC(=O)C1CCN(Cc2ccc(Cl)nc2)CC1,4,-0.1,0.4,5,-5,-10,-11,-1.9
